# procasp3 activ: activators of human procaspase-3; activation, % at 8.5 µM; P42574; recombinant procaspase-3 D3A, Ac-DEVD-pNA absorbance 405 nm; hit rate 0.11% among 330,000;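 active means activation above the mean of all tested compounds plus 3 SD, cut at about 21% in these data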;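 further: 0% = DMSO alone and 100% = DMSO wells spiked with extra 5 µM PC-3 D3A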
# Target sequence (P42574 whole entry D9A/D28A/D175A): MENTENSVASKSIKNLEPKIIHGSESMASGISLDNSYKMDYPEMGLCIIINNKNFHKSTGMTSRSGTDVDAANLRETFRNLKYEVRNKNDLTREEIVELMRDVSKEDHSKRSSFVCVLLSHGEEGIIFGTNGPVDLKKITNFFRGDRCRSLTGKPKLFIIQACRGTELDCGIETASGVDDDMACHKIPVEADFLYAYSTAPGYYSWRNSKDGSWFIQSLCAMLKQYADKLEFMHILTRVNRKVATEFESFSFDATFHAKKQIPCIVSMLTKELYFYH
#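 Technique: 405 nm absorbance of p-nitroaniline, reads at 0 and 120 min; Test system: Procaspase-3 D3A mutant; Incubation: 1 h enzyme-compound preincubation, then 2 h substrate reaction, 25 °C; Repeats: singlicate, each compound tested once; Benchmarks: low control DMSO wells, high control DMSO plus 5 µM PC-3 D3A.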
# GASC-1 inh: inhibitors of human GASC-1 (JMJD2C) demethylase; GST-JMJD2C(1-420) H3K9me3 demethylation, DELFIA europium; inhibition, % at 2.35 µM; hit rate 0.069% among 330,000;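 active means more than half of a compound's replicate wells show inhibition beyond 50%, single wells judged on their own value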;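 further: signal counts dimethyl H3K9 product captured on neutravidin plate; 0% = median of DMSO wells and 100% = 0.3 times that DMSO median; strong numbers were not always called active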
# Efflux pump mplx: antifungal efflux pump inhibition, Nile Red retention; inhibition, % at 10 µM; hit rate 0.44% among 330,000; S. cerevisiae Candida pump triplex;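 active means plate passing quality check with inhibition over a set limit, or well fluorescence over plate mean plus 4 SD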;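 further: Nile Red retained in pooled yeast measured as flow cytometry median fluorescence; 0% = buffer negative control and 100% = Enniatin B positive control; higher means more Nile Red kept so more efflux inhibition; some compounds called inactive have numbers as strong as hits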
# CTSL1 counter: blocks F. hepatica cathepsin L1 in PFM18AAP counter-screen. recombinant F. hepatica cathepsin L1, Z-Leu-Arg-MCA fluorescence. inhibition, % at 5.96 µM. hit rate 0.49% among 300,000. AID 1906;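 active means inhibition above the mean of all tested compounds plus 3 SD, set per screening campaign, cut at about 17% in these data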;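 further: 0% = plate median of test compound wells and 100% = 1 µM Z-Phe-Ala-diazomethylketone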
# TPT1 inhibitor: C. albicans TPT1 enzyme inhibition | recombinant caTPT1, FP RNA substrate dephosphorylation | AID 1962 | hit rate 0.81% among 300,000 | inhibition, % at 5 µM;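 active means inhibition above the mean of all tested compounds plus 3 SD, set per screening campaign, cut at about 24% in these data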;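 further: plate controls were DMSO alone for no effect and ferristatin control at 100 nM for full effect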
# PP5 primary: inhibitors of human protein phosphatase 5 (PP5); inhibition, % at 6.7 µM; hit rate 0.18% among 320,000; purified PP5c, OMFP substrate fluorescence; AID 1987;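 active means inhibition above the campaign's mean inhibition across all tested compounds plus 3 SD, cut at about 9.5% in these data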;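 further: 0% = DMSO only and 100% = 100 µM cantharidin control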
# PP1 counter: PP1-alpha (human) inhibition in PP5 counter-screen; P62136; purified PP1alpha, OMFP fluorescence; hit rate 0.9% among 320,000; inhibition, % at 6.7 µM;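 active means inhibition above the mean inhibition of all tested compounds plus 3 SD, computed separately for each screening campaign, cut at about 15% in these data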
# Target sequence (P62136 whole entry, looked up): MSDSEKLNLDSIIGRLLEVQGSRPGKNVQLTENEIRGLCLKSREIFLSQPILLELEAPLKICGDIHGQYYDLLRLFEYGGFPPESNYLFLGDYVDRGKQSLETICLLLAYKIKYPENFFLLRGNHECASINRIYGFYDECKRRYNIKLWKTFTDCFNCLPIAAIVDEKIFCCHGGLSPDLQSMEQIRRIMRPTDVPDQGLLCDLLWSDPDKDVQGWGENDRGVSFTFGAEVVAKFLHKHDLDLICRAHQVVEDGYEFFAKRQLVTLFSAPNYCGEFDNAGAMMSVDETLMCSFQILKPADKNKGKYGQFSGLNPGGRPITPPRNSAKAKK
# procasp7 counter: counter-screen: procaspase-7 (human) activation; recombinant procaspase-7, Ac-DEVD-pNA absorbance 405 nm; D23A/D198A/D206A triple mutant, cannot self-cleave; scale: DMSO 0, 5 µM enzyme 100; activation, % at 8.5 µM; hit rate 0.093% among 330,000; AID 463210;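 active means percent activation above the screen-wide mean plus 3 SD, cut at about 25% in these data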
# Target sequence (P55210 whole entry D23A/D198A/D206A): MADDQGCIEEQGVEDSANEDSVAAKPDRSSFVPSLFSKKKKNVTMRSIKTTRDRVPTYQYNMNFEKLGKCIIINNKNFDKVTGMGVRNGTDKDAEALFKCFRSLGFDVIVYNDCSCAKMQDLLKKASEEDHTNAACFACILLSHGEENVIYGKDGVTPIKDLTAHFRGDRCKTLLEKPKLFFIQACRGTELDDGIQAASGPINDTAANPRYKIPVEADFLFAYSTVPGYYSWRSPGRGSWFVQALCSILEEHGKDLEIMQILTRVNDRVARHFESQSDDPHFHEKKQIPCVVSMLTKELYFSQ
#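 buffer or medium = Zinc-free HEPES/NaCl buffer, pH 7.4 | material = Procaspase-7 triple mutant (PC-7 D3A) | input = 2 µM procaspase-7 mutant as dispensed | signal = Epi-absorbance of released pNA at 405 nm, two timepoints | timing = 1 h preincubation, 2 h reaction | replicates = singlicate compound testing | evaluation = % activation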
# HCV core dimer: blocks dimerization of HCV core protein | TR-FRET GST/Flag-core106 dimerization, 1536-well | inhibition, % at 5 µM | hit rate 0.33% among 300,000;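 active means inhibition above the mean of all tested compounds plus 3 SD, set per screening campaign, cut at about 45% in these data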
#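 assay system = GST-tagged and Flag-tagged HCV core protein residues 1-106 | controls = unlabelled core106 and no-GST-core106 wells | incubation = compound-protein-antibody incubation 4 h at 22.5 °C | probe or stimulus = Eu donor and XL665 acceptor anti-tag antibodies | read-out = % inhibition based on acceptor/donor emission ratio | signal = TR-FRET 671 and 617 nm emission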
# An asterisk follows results filed as active; x = not tested or not shown; & = joins results of further samples.
SMILES,procasp3 activ,GASC-1 inh,Efflux pump mplx,CTSL1 counter,TPT1 inhibitor,PP5 primary,PP1 counter,procasp7 counter,HCV core dimer
O=C(CSc1nnc(-c2cccnc2)s1)Nc1ccc(C(=O)O)cc1,-1,-6,0.1,-3,-3,2.5,0,-3,-6
O=C1CN(C(=O)CNCc2ccccc2)c2ccccc2N1,6,-2,0.1,-5,0,0.9,9,0,4
CCOC(=O)C1=C(C)NC(SCC(N)=O)=C(C#N)C1c1ccccc1 (stereo not given),8,8,-0.1,-1,-1,2.1,-2,5,-5
O=C(NNC(=O)c1c(F)cccc1F)c1ccccc1OC(F)(F)F,10,-1,0.2,-2,2,1.3,-5,2,-3
CCN(CC)c1ccc(C(=O)OCC(=O)Nc2cccc(S(=O)(=O)NC3=NCCCCC3)c2)cc1,-3,4,1.1,0,-1,5.1,2,-10,3
O=C(N=C1N=C2C=CC=CN2Cc2ccccc21)c1ccc(S(=O)(=O)N2CCCC2)cc1,6,-1,0.0,-1,0,0.5,0,4,1
Cc1cnc(C(=O)OCc2nc3ccccc3o2)cn1,7,9,-0.1,x,x,x,x,0,x
COc1ccc(N=C2S/C(=C\c3ccc(C)o3)C(=O)N2CC(C)C)cc1,2,-11,-0.1,-2,3,1.9,3,-1,5
CCN(CC(=O)N1CCCCCC1)S(=O)(=O)c1ccc(C)cc1,4,3,0.1,-2,-3,2.8,-3,-7,-40
CN1CCN(/N=C/c2c3ccccc3c(Cl)c3ccccc23)CC1,-4,-1,0.4,-6,-37,0.5,-1,-6,-8
CCC12CN3CCN(CC(C3)/C1=N\NC(=O)Nc1ccccc1)C2,-11,-5,0.2,7,2,-0.5,-8,11,-2
C=C(C)Cn1c(-c2ccncc2)n[nH]c1=S,-10,-3,-0.1,-6,-3,0.5,-5,-7,-1

# Some of these compounds in order of the HCV core dimer value, low to high:
Compound	procasp3 activ	GASC-1 inh	Efflux pump mplx	TPT1 inhibitor	PP5 primary	HCV core dimer
O=C(CSc1nnc(-c2cccnc2)s1)Nc1ccc(C(=O)O)cc1	-1	-6	0.1	-3	2.5	-6
CCOC(=O)C1=C(C)NC(SCC(N)=O)=C(C#N)C1c1ccccc1 (stereo not given)	8	8	-0.1	-1	2.1	-5
O=C(NNC(=O)c1c(F)cccc1F)c1ccccc1OC(F)(F)F	10	-1	0.2	2	1.3	-3

# More records follow.
SMILES,procasp3 activ,GASC-1 inh,Efflux pump mplx,CTSL1 counter,TPT1 inhibitor,PP5 primary,PP1 counter,procasp7 counter,HCV core dimer
COc1ccc(S(=O)(=O)N2CCN(C)CC2c2ccccc2)cc1 (stereo not given),0,x,0.1,x,x,-0.2,-2,-9,x
NC(=O)c1nsc(C(=O)N(c2cccc(F)c2)C(C(=O)NCC2CCCO2)c2ccc3ncccc3c2)c1N (stereo not given),2,-15,0.1,0,-1,-1.8,-1,3,-3
Cc1ccc(C)c(S(=O)(=O)N2CCCOC2CNC(=O)C(=O)NCc2ccccc2)c1 (stereo not given),-1,4,0.0,-2,-2,1.8,-1,6,3
O=C(Nc1ccc(N2CCCC2)cc1)c1ccccc1F,-9,5,-0.2,4,6,-0.1,15,-3,14
Cc1cc(C)c(S(=O)(=O)N2CCN(S(=O)(=O)N3CCCCCC3)CC2)c(C)c1,5,14,0.0,-1,-1,4.4,2,-4,-13
Fc1ccccc1CCNc1c2c(nc3ncnn13)CCCC2,1,16,0.1,0,-1,-0.1,-2,8,2
COc1ccc(OC)c(NC(=S)NCc2cccnc2)c1,1,-2,0.2,-1,-3,2.2,1,2,-3
O=C(OCCN1C(=O)c2ccccc2C1=O)c1cc2ccccc2o1,6,9,0.0,-2,-3,0.3,-3,4,0
CCCN(CCC)CCSc1nc(O)c(C(C)C)c(=O)[nH]1,1,1,-0.1,-3,0,1.3,-4,9,-2
O=C(CSc1nnc(-c2cccs2)n1C1CC1)NCC1CCCO1 (stereo not given),0,-5,-0.2,x,x,-0.2,0,3,x
CC(C)(Oc1ccc(Cl)cc1)C(=O)NCCN1C(=O)S/C(=C/c2cccnc2)C1=O,-8,-6,-0.1,4,1,-0.4,1,-15,7
O=C(CSc1ncnc2ccccc12)Nc1cccc(S(=O)(=O)N2CCCC2)c1,-5,-29,0.3,-7,0,3.6,-1,-6,14

# Molecules from the list above that have a halogen, in the order listed:
SMILES,procasp3 activ,GASC-1 inh,Efflux pump mplx,CTSL1 counter,TPT1 inhibitor,PP5 primary,PP1 counter,procasp7 counter,HCV core dimer
O=C(NNC(=O)c1c(F)cccc1F)c1ccccc1OC(F)(F)F,10,-1,0.2,-2,2,1.3,-5,2,-3
CN1CCN(/N=C/c2c3ccccc3c(Cl)c3ccccc23)CC1,-4,-1,0.4,-6,-37,0.5,-1,-6,-8
NC(=O)c1nsc(C(=O)N(c2cccc(F)c2)C(C(=O)NCC2CCCO2)c2ccc3ncccc3c2)c1N (stereo not given),2,-15,0.1,0,-1,-1.8,-1,3,-3
O=C(Nc1ccc(N2CCCC2)cc1)c1ccccc1F,-9,5,-0.2,4,6,-0.1,15,-3,14
Fc1ccccc1CCNc1c2c(nc3ncnn13)CCCC2,1,16,0.1,0,-1,-0.1,-2,8,2
CC(C)(Oc1ccc(Cl)cc1)C(=O)NCCN1C(=O)S/C(=C/c2cccnc2)C1=O,-8,-6,-0.1,4,1,-0.4,1,-15,7

# Remaining list, next part.
SMILES,procasp3 activ,GASC-1 inh,Efflux pump mplx,CTSL1 counter,TPT1 inhibitor,PP5 primary,PP1 counter,procasp7 counter,HCV core dimer
O=C(c1cccc(NS(=O)(=O)c2ccccc2)c1)N1CCN(c2ccccc2)CC1,-10,0,0.1,-3,-2,1.2,-1,7,-2
CCOC(=O)C(CCc1nnc(N)s1)C(=O)OCC,4,7,-0.1,-5,0,2.1,-1,-1,-3
Cc1ccc2cc(CN(CCCN(C)C)C(=S)NCc3ccccc3)c(=O)[nH]c2c1C,8,-6,0.0,-7,-2,0.4,-1,0,-4
CCN(CC)CCNC(=O)Cn1cnc2sc(C)c(S(=O)(=O)N3CC(C)CC(C)C3)c2c1=O (stereo not given),14,-2,0.3,2,-3,0.7,1,-2,-8
CCCC(=O)OCCn1c(Br)nc2c1c(=O)[nH]c(=O)n2C,1,4&8,-0.1,0,0,-6.7,4,-6,1
COc1ccc(OC)c(-n2c(CN3CCC(C(N)=O)CC3)nc3ccccc3c2=O)c1,3,30,0.0,7,2,-0.8,-1,-1,0
Cc1ccc(NC(=O)CCS(=O)(=O)c2cccc3nonc23)c(Cl)c1,-5,-3,-0.4,6,0,0.7,-3,4,-1
Cc1c(Cc2ccccc2)c(=O)oc2cc(OCC(=O)NCc3ccccn3)ccc12,0,-4,0.1,-2,2,2.4,11,-10,-2
CC/C(=N\NC(=O)c1nnn(-c2nonc2N)c1-c1cccs1)c1ccccc1,8,-8,0.1,5,-3,1.9,0,3,-2
O=C1C2CC=C(Cl)CC2C(=O)N1c1ncn[nH]1 (stereo not given),2,-19,-0.1,-1,-1,-1.6,-3,7,-5
O=C(Cc1c(Cl)cccc1Cl)OCC(=O)N1CCc2ccccc2C1,0,-14,0.1,3,-6,1.3,1,10,7
Cn1cnnc1SCc1ccc(C#N)cc1,-5,3,-0.1,2,0,1.7,0,5,-2
Cc1ccc(S(=O)(=O)Nc2c(C)nc3nc(C)[nH]n3c2=O)c(C)c1,-2,-5,0.4,-2,0,-1.6,-1,10,0
O=C(O)c1ccccc1NCc1ccco1,10,-2,0.1,-6,-3,-1.5,-2,-5,2
Cc1ccc(S(=O)(=O)Nc2cccc(/C=C/C(=O)O)c2)cc1,11,18,0.0,-2,-1,0.8,6,7,-5
CC(=O)Nc1ccc(Nc2nc(-c3sc(C)nc3C)cs2)cc1,3,-1,-0.1,-2,-5,-1.2,1,-6,-24
CC(C)(C)c1cc(NCc2ccccn2)n2ncc(-c3ccccc3)c2n1,-2,4,-0.1,-2,-3,3.8,-1,1,-4
O=C(CN1C(=O)NC2(CCCC2)C1=O)Nc1ccccc1,-2,-1,-0.1,-1,1,0.6,-5,2,-5
Cc1ccc(CNC(=O)CNC(=O)[C@@H]2Cc3ccccc3CN2)cc1,7,-5,-0.1,2,0,-0.9,-2,5,-4
COc1cc(-c2nc(C(=O)NC3CCN(Cc4ccccc4)CC3)cc3c2[nH]c2ccccc23)cc(OC)c1OC,5,x,0.3,2,-2,7.3,14,2,6
O=C(Nc1nn[nH]n1)c1ccc(S(=O)(=O)N2CCCCC2)cc1,4,8,0.0,-1,-4,-2.5,-3,4,-5
O=C(NCc1ccncc1)C(=O)NCC(c1ccccc1)c1ccccc1,2,-1,-1.5,-2,-3,1.4,0,-9,-12
CCCCCC#CCN1CCN(C23CC4CC(CC(C4)C2)C3)CC1,6,11,0.0,x,x,-0.4,-2,-2,x
CSc1ccccc1NC(=S)NCc1ccc(Cl)cc1,1,-14,-0.2,3,-4,3.8,3,-6,-15
CCOc1ncccc1C(=O)OC(C)C(=O)Nc1ccc(N2CCOCC2)cc1 (stereo not given),3,1,0.1,x,x,x,x,-1,x
COc1ccc(C2(C(=O)Nc3ccc(S(=O)(=O)Nc4nc(C)cc(C)n4)cc3)CCCC2)cc1OC,5,-4,-0.1,3,-2,0.6,1,7,5
CCc1ccccc1N1CSC2=C(C#N)C(c3ccccc3F)CC(=O)N2C1 (stereo not given),-32,-11,-0.1,3,11,-1.4,2,-16,-11
COCn1c(-c2ccc(OC)c(OC)c2)nc2ccccc21,9,-4,0.0,2,-5,2.7,0,-3,-5
COc1ccc(C)cc1-n1nnnc1SCc1csc(C)n1,-6,-3,0.5,-7,5,-4.3,-9,1,8
O=C(NNC(=O)c1c(O)c2ccccc2[nH]c1=O)c1ccccc1,-2,-25,0.1,1,0,1.3,5,7,1
O=C1c2ccccc2NC(c2ccc(F)cc2)N1Cc1ccco1 (stereo not given),-5,13,0.0,0,0,4.6,3,-1,1
CCn1c(SCC(=O)c2cc(C)n(CC3CCCO3)c2C)nc2ccccc21 (stereo not given),-20,-7,-0.2,-2,-1,1.1,1,-21,8
CC(C)n1cnc2cc(NC(=O)c3ccco3)ccc21,0,-14,-0.1,1,2,0.2,-1,-14,-8
CCN(Cc1nc2cc(Cl)ccc2c(=O)[nH]1)C(=O)c1nn(C)c(=O)c2ccccc12,0,-4,-0.2,x,x,1.0,-3,1,x
CCN(CC)S(=O)(=O)c1cccc(NC(=O)CCNC(=O)c2ccccc2Cl)c1,8,0,-0.1,1,2,0.8,1,-1,-1
Cc1ccccc1C(=O)Nc1ccnn1C1CCN(Cc2cccnc2)CC1,-4,0,-0.1,2,-2,2.9,0,-3,-1
Cc1ccc(OCC(=O)NC2CCS(=O)(=O)C2)c([N+](=O)[O-])n1 (stereo not given),21*,0,0.2,-7,-1,-0.1,-6,-4,1

# Compound activity (PubChem)

# Rows are unselected; overall some 2.9% were active at least once.
